KAT2A inh: inhibitors of human GCN5L2 histone acetyltransferase; GCN5L2 HAT assay, ThioGlo1 CoA-SH fluorescence; hit rate 0.21% among 390,000; Potency, µM (doses to about 58.9 µM), without a hit: at the highest dose activity change, negative = inhibition, actives largely listed as inhibitors; AID 504327
Target sequence (Q92830 whole entry, looked up): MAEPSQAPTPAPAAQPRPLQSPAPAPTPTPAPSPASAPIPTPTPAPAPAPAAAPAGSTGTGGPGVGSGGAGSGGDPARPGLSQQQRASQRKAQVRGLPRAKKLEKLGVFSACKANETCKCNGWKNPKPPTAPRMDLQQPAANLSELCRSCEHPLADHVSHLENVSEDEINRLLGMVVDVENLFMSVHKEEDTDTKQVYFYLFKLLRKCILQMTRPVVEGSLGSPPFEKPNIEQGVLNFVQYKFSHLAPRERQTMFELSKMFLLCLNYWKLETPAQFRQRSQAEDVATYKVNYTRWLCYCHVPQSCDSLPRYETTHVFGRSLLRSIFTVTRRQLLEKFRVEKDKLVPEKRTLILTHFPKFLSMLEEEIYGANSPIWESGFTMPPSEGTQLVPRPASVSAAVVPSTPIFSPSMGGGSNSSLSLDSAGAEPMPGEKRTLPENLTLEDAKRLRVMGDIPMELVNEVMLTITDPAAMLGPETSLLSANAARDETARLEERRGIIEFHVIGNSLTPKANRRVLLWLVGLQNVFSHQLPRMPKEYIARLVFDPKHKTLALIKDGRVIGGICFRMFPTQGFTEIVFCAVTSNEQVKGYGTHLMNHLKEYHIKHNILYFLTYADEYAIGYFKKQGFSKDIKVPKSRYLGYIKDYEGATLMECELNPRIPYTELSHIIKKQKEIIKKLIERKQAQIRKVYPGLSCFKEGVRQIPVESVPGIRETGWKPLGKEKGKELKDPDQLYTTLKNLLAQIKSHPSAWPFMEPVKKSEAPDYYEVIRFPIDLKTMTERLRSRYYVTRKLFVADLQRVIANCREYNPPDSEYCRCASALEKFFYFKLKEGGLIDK
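Fluorescence readout, Ex340nm/Em540nm: ThioGlo1 (50uM final) reacts with free CoA thiol released as 20nM GCN5L2 acetylates H3(1-25) peptide (75uM) using acetyl-CoA (70uM). Compound and enzyme sat 15 min beforehand; 20 min room-temperature reaction.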
TDP1 block: inhibitors of human tyrosyl-DNA phosphodiesterase TDP1. Q9NUW8. recombinant TDP1, AlphaScreen DNA substrate cleavage. Potency, µM (series often up to 130 µM), for inactives: top-dose activity change, negative = inhibition, hits mostly inhibitors. hit rate 0.28% among 350,000; further: nearly all actives have a fitted effect of over 40% in size
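Signal: AlphaScreen proximity between streptavidin donor and anti-FITC acceptor beads on intact substrate. Reaction: Tdp1 1 nM, substrate 15 nM final, 5 min RT after 15 min compound preincubation.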
TDP1 cell noCPT: qHTS for Inhibitors of human tyrosyl-DNA phosphodiesterase 1 (TDP1): qHTS in cells in absence of CPT; AID 686978, 2013; Potency, µM (top dose mostly 46.2 µM), for inactives: top-dose activity change, negative = growth inhibition, most hits filed as inhibitors; DT40 Tdp1-/- hTDP1 cells, no CPT, ATP luminescence, 48 h; hit rate 15% among 420,000; further: nearly all actives have a fitted effect of over 55% in size
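Chicken DT40 Tdp1-/- cells stably complemented with human TDP1 were seeded at 400 cells/well with DMSO in place of 20 nM camptothecin. After compound pinning, cells grew at least 48 hr at 37 °C; viability read by CellTiter-Glo luminescence.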
Numbers without * were called inactive; ? = inconclusive; . = not tested or not shown; & = joins results of further samples; [ ] = remark or other dose. The call rests on the fitted dose curve; in most records, active means well fitted curve in the direction sought with a large enough effect; inconclusive means small, poorly fitted or top-dose-only effect, or another doubt; inactive means no such curve, though single readings can be large; an effect the other way counts as inactive or inconclusive. On the % scale 0 is the no-effect control and ±100 the full control effect; potency means the concentration at half of the fitted maximal effect. The list is partial (hit frequency here may not be typical).

entry	Compound	TDP1 cell noCPT	TDP1 block	KAT2A inh
1	Cc1ccc2c(c1)N(S(=O)(=O)c1ccc(CN3C(=O)c4cccnc4C3=O)s1)CCO2	12%	5%	-12%
2	Cn1c(=O)c2c(nc(NCc3cccnc3)n2Cc2cccc(C(F)(F)F)c2)n(C)c1=O	7.3µM*	5%	-1%
3	CCOC(=O)c1ccccc1NC(=O)CSc1ncc2c(n1)-c1ccccc1N(CC)S2(=O)=O	16µM*	0%	0%
4	COc1ccccc1CNc1ncnc2cc(OC)c(OC)cc12	23µM*	8%	1%
5	O=C(CNC(=O)c1ccc(OC(F)F)cc1)NCC1CCCO1 (centres undefined)	-3%	4%	1%
6	Cc1ccc(CNC(=O)CCCNC(=O)c2ccc(Cl)cc2)n1C	-4%	2%	-7%
7	Cc1c(CCOC(=O)CC23CC4CC(CC(C4)C2)C3)sc[n+]1CC(=O)c1ccc(Br)cc1	26µM*	0%	.
8	Cc1cccc(CS(=O)(=O)c2nnc([C@H](Cc3ccccc3)NC(=O)OC(C)(C)C)o2)c1	1.5µM*	2%	-9%

Just TDP1 block (two entries from above):
cpd	canonical_smiles	TDP1 block
7	Cc1c(CCOC(=O)CC23CC4CC(CC(C4)C2)C3)sc[n+]1CC(=O)c1ccc(Br)cc1	0%
8	Cc1cccc(CS(=O)(=O)c2nnc([C@H](Cc3ccccc3)NC(=O)OC(C)(C)C)o2)c1	2%

Next section
entry	Compound	TDP1 cell noCPT	TDP1 block	KAT2A inh
9	COC(=O)c1scc(C)c1NC(=O)c1ccc(Cl)cc1	?	.	-1%
10	Cc1nn2c(C)c(C(=O)N3CCN(c4ccccc4)CC3)cnc2c1-c1ccccc1	?	5%	24%
11	O=C(/C=C/c1ccc(F)cc1)Nc1nc2n(n1)C(c1ccc(Cl)cc1)C=C(c1ccccc1)N2 (centres undefined)	15µM*	11%	-1%
12	CSC(=NC#N)N1CCN(c2ccc([N+](=O)[O-])cc2)CC1	?	5%	-10%
13	COCCNC(=O)CN(C(=O)Cn1nnc2ccccc21)c1ccc(C)c(F)c1	1%	2%	-2%
14	CC(C)C(OC(=O)CN1C(=O)c2ccccc2C1=O)C(=O)NC1CCCC1 (centres undefined)	2%	6%	1%
15	COc1ccc(Cl)cc1C(=O)CSc1nc(N)cc(N)n1	?	1%	1%
16	CCCc1cc(=O)[nH]c(SCC(=O)CSc2nc(CCC)cc(=O)[nH]2)n1	-29%	-4%	-2%
17	Cc1ccc(CNC(=O)C2CCCN(S(=O)(=O)c3ccc4c(ccn4C)c3)C2)cc1 (centres undefined)	-6%	2%	3%
18	Cc1ccc(-c2cc(NC(=O)c3ccccc3[N+](=O)[O-])n[nH]2)cc1	21µM*	.	-5%
19	Cc1ccc(NC(=O)COC(=O)CN2C(=O)NC3(CCCC3)C2=O)cc1S(=O)(=O)N(C)C	15%	0%	-4%
20	COc1ccc(S(=O)(=O)N2CCCCCC2)cc1C(=O)N(C)Cc1ccc(F)cc1	?	.	-1%
21	C=CCOc1ccc(C(=O)Nc2ncn[nH]2)cc1	-23%	6%	4%
22	COc1ccc(NC2C=CS(=O)(=O)C2)c(OC)c1 (centres undefined)	-14%	7%	-3%
23	Oc1c(C(c2ccccc2)N2CCN(c3cccc(Cl)c3)CC2)sc2nc(-c3ccco3)nn12 (centres undefined)	?	8%	-9%
24	C/C(=N\NC(=O)c1ccc(Cl)c(Cl)c1)c1ccccn1	0.52µM*	.	-12%
25	COc1cccc(/C=N/Nc2cc(Cl)nc(C)n2)c1O	1%	3%	1%
26	C=CCN1C(=O)N/C(=C/c2ccc(C)o2)C1=O	-77%	6%	-18%
27	Cc1nc(SCc2cccc(F)c2)[nH]c(=O)c1C#N	-12%	5%	-3%
28	Cc1cc(NCCCCO)n2c(nc3ccccc32)c1C#N	-20%	0%	-10%
29	CC(C)CN1C(=O)C(=O)N(CC(=O)N(C)CC(=O)Nc2ccc(Cl)c(C(F)(F)F)c2)C1=O	?	1%	-6%
30	Nc1ccc(S(=O)(=O)c2ccc(N)c(N)c2)cc1	-2%	5%	-10%
31	C/C(=N/NS(=O)(=O)c1ccc(C(C)C)cc1)c1ccncc1	-20%	3%	-4%
32	CC1CCCN(C(=O)CSc2nc3ccccc3o2)C1 (centres undefined)	-7%	4%	1%
33	CC1=CC(C)(C)n2c(O)c(C3=NC(=S)NC3=O)c3cc(OC(=O)c4cccc5ccccc45)cc1c32	23µM*	13%	0%
34	CCN(CCn1cccn1)C(=O)c1cc(COc2c(F)cccc2F)on1	-17%	8%	0%
35	Cc1nn(CCCC(=O)Nc2ccccc2C(F)(F)F)c(=O)c2c1sc1ccccc12	?	0%	-16%
36	CC1CCN(S(=O)(=O)c2cccc(C(=O)NC3CCCC3)c2)CC1	?	3%[56.1 µM]	-9%
37	COc1ccc(C(=O)OC2CCN(C)CC2)cc1	7%	4%[56.1 µM]	-6%
38	Cc1cccc(NC(=O)C2CCN(S(=O)(=O)c3ccc4c(c3)OCCCO4)CC2)n1	21µM*	1%	-20%
39	Cn1ncc(N)c1C(=O)Nc1cccc(C(F)(F)F)c1	?	0%	2%
40	COc1ccc(CC(=O)Nc2ccc(F)c(Cl)c2)cc1S(=O)(=O)N1CCOCC1	?	2%	-2%
41	N#CC1=C(N)N2C(=C(C#N)C1c1ccc(Br)cc1)Nc1ccccc12 (centres undefined)	3.3µM*	3%	-12%
42	OC(COc1ccc(Br)cc1)CN1CCCC1 (centres undefined)	-4%	2%	-5%
43	COc1ccc(NC(=O)CCCn2c(=O)c3sccc3n(Cc3ccccc3C)c2=O)cc1	?	2%	1%
44	COC(=O)C(=CC(=CN(C)C)C=C(C(=O)OC)C(=O)OC)C(=O)OC	10%	.	-7%
45	O=C(NC1CCCCC1)C(c1ccncc1)N(Cc1ccc2c(c1)OCO2)C(=O)c1cnsn1 (centres undefined)	?	-7%	0%
46	COc1ccc(CNc2cc(-c3ccccc3CN(C)C)ncn2)c(OC)c1	?	4%[56.1 µM]	-19%
47	N#CC/C(N)=N/Nc1nc2ccccc2nc1Cc1ccccc1	-27%	.	0%
48	CCOc1ccc2[nH]cc(C(=O)O)c(=O)c2c1	1%	-2%	14%

The last 4 entries of the part before come first, to join the parts.
entry	Compound	TDP1 cell noCPT	TDP1 block	KAT2A inh
45	O=C(NC1CCCCC1)C(c1ccncc1)N(Cc1ccc2c(c1)OCO2)C(=O)c1cnsn1 (centres undefined)	?	-7%	0%
46	COc1ccc(CNc2cc(-c3ccccc3CN(C)C)ncn2)c(OC)c1	?	4%[56.1 µM]	-19%
47	N#CC/C(N)=N/Nc1nc2ccccc2nc1Cc1ccccc1	-27%	.	0%
48	CCOc1ccc2[nH]cc(C(=O)O)c(=O)c2c1	1%	-2%	14%
49	O=C(CCC(=O)c1ccc(F)cc1)OCc1nnc(-c2ccc([N+](=O)[O-])cc2)o1	1%	0%	-2%
50	CSCC(C)N1CCC(n2nccc2NC(=O)c2ccccc2C)CC1 (centres undefined)	5%	2%	0%
51	O=C(CN1C(=O)CCc2cc(S(=O)(=O)N3CCOCC3)ccc21)Nc1cccc(C(F)(F)F)c1	?	1%	-5%
52	CCC1(C)CC(CCN(Cc2ccco2)C(C)=O)(c2ccccc2)CCO1 (centres undefined)	?	5%	-7%
53	CN(C)S(=O)(=O)c1cccc(NC(=O)COC(=O)c2ccc(Br)o2)c1	8%	4%	-4%
54	COC(=O)C(Cc1ccccc1)NC(=O)CCCC(=O)NCc1cccc(OC)c1 (centres undefined)	-16%	6%	-9%
55	Cc1c(C)n(CCO)c2ncnc(Nc3ccc(F)cc3)c12	5%	.	3%
56	Cc1cc(C)c(C(=O)NC2CCCc3c2cnn3-c2ccc(C)c(C)c2)c(=O)[nH]1 (centres undefined)	-12%	2%	-14%
57	Cc1ccc(NC2CC(=O)N(c3cccc([N+](=O)[O-])c3)C2=O)cc1 (centres undefined)	8%	5%	-6%
58	CCCOC(=O)C1=C(C)NC(=O)NC1c1cccc2ccccc12 (centres undefined)	?	2%	-5%
59	CN(/N=C/c1ccco1)C1=NS(=O)(=O)c2ccccc21	9%	-3%	-4%
60	O=C(NCC1CCOCC1)c1cc(COc2cccc(C(F)(F)F)c2)on1	?	0%	-3%
61	CCN(CC)C(=O)CSc1nnc(NC(=O)CCc2ccccc2)s1	-22%	8%	3%
62	CC(=O)/C(=N\Nc1ccccc1Cl)Sc1cccc2cccnc12	-92%	1%	-2%
63	CN(CCc1ccccc1)C(=O)CCc1nnc(Cc2ccc3c(c2)OCO3)o1	6%	2%	-1%
64	CCOc1cccc(C(=O)Nc2ccc3ccccc3c2)c1	-24%	.	-3%
65	CCOC(=O)N1CCN(Cc2nc3cc([N+](=O)[O-])ccc3n2C(C)C)CC1	?	-2%	-9%
66	C/C(N)=C(/C#N)C(=O)CSc1nnc(Nc2c(C)cccc2C)s1	-3%&-21%	.	1%
67	Cc1cs/c(=N\N=C\c2ccccc2)n1Cc1ccco1	?	7%	-3%
68	Cc1noc(C)c1COc1cccc(C(=O)Nc2ccccc2)c1	-2%	0%[56.1 µM]	-11%
69	CC(=O)Nc1ccc(NC(=O)Nc2cccc3ccccc23)cc1	15%	1%	-6%
70	CCS(=O)(=O)NCC(c1cccnc1)N1CCN(c2ccc(OC)cc2)CC1 (centres undefined)	3%	0%	-7%
71	Cc1ccnc(SCCn2c(N3CCN(c4ccccc4)CC3)nc3c2c(=O)[nH]c(=O)n3C)n1	?	1%	-1%
72	CCOC(=O)CN(C(=O)CSc1nnc2c(n1)[nH]c1ccc(F)cc12)c1ccccc1	?	6%	24%
73	COc1ccc(Cl)cc1CN1C(=O)NC2(CCCCCC2)C1=O	?	4%	-21%
74	COc1ccc(CNC(=O)c2oc3c(c2C)-c2nn(Cc4ccc(Cl)cc4)cc2CC3)cc1	23µM*	1%	-11%
75	CSc1nc(C)cc(Oc2ccc(=O)n(C)n2)n1	-24%	-1%	1%
76	O=[N+]([O-])c1ccc(O)c(Nc2ncnc3ccc(Br)cc23)c1	12µM*	.	?
77	COCc1c(Br)c(C)[nH]c(=O)c1C#N	-13%	2%[56.1 µM]	-7%
78	O=C(CSc1ncnc2c1cnn2-c1ccccc1)Nc1ccc2c(c1)OCO2	-49%	-1%	0%
79	COc1ccc(C)cc1S(=O)(=O)N(CC(=O)Nc1cccc([N+](=O)[O-])c1)c1ccc(C)c(C)c1	?	4%	-4%
80	N#Cc1c(-n2ncnc2-c2ccc(F)cc2)sc2c1CCCCC2	-23%	5%[12.3 µM]	-6%

Shown with two lines to a compound: part of the list above
Value order: TDP1 cell noCPT | TDP1 block | KAT2A inh
77: COCc1c(Br)c(C)[nH]c(=O)c1C#N
    -13% | 2%[56.1 µM] | -7%
78: O=C(CSc1ncnc2c1cnn2-c1ccccc1)Nc1ccc2c(c1)OCO2
    -49% | -1% | 0%
79: COc1ccc(C)cc1S(=O)(=O)N(CC(=O)Nc1cccc([N+](=O)[O-])c1)c1ccc(C)c(C)c1
    ? | 4% | -4%

More compounds follow:
entry	Compound	TDP1 cell noCPT	TDP1 block	KAT2A inh
81	Cc1nnc(SCC(=O)NNC(=O)COc2ccc(Cl)cc2)s1	7%	6%	-14%
82	CCC(=O)N1c2ccccc2NC2=C(C(=O)CCC2)C1c1cccnc1 (centres undefined)	-6%	2%	-9%
83	CC(C)CNS(=O)(=O)c1cc(C(=O)O)c(Cl)cc1Cl	4%	-3%	-3%
84	Cc1ccc(C)c(N2CCN(C(=O)C3CCN(S(=O)(=O)c4cccc5nsnc45)CC3)CC2)c1	18µM*	8%	-15%
85	O=C(/C=C\Nc1ccc(S(=O)(=O)Nc2ncccn2)cc1)c1cccc2ccccc12	-9%	5%	-19%
86	CC(C)CC(=O)Nc1ccc(-c2cn3ccsc3n2)cc1	?	5%	-1%
87	Cc1ccccc1NC(=O)C1CCCN1S(=O)(=O)c1ccccc1C(F)(F)F (centres undefined)	?	-1%	-3%
88	Cc1cc(C)c(S(C)(=O)=O)c(N(C)N)n1	?	3%	-4%
89	O=C(COC(=O)Cc1ccc(Cl)cc1)NCc1cccs1	-21%	-2%	0%
90	CC1(C)CC(=O)c2sc(NC(=O)C3CC3)nc2C1	-18%	-1%	-5%
91	COc1cc(Cl)ccc1OCc1cc(C(=O)N[C@H]2CCCCNC2=O)no1	0%	3%	0%
92	Nc1ccccc1C(=O)NCCN1CCNC1=O	-9%	-3%	1%
93	C=CC[C@H](CC(=O)N[C@H](CO)Cc1ccccc1)C(=O)N[C@H](COC(=O)[C@@H](CC=C)CC(=O)OC(C)(C)C)Cc1c[nH]c2ccccc12	?	2%	-5%
94	CCN(Cc1ccccc1)S(=O)(=O)c1cc2[nH]c(=O)c(=O)[nH]c2cc1C	-29%	.	-11%
95	CCc1n[n+](CC(=O)c2ccccc2)c(N)s1	-22%	3%	-14%
96	CCCCCN=Cc1c(C)[nH]n(-c2nc3ccccc3s2)c1=O	4.6µM*	7%	-3%
